TNF necrop inh – TNF-alpha cell death inhibition in Jurkat FADD-/- cells; 220,000 compounds, 0.068% hits; AID 463075; activation (protection from cell death), % at 10 µM; Jurkat FADD-/- TNF necroptosis rescue, ATP luminescence, 24 h; 0 = TNF only, 100 = no-TNF cells;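 active = activation, meaning protection from cell death, of at least 50% relative to plate controls; inactive = activation below 50%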;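 note: necroptosis triggered by 40 ng/mL TNF-alpha added together with compound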
EBV gp42 block – inhibitors of Epstein-Barr virus glycoprotein 42; 220,000 compounds, 0.42% hits; inhibition, % (tested at 21.74 µM); Fluorescence polarization binding assay, mP read-out; Q1HVG2; in the data active = inhibition above about 50%
p47phox inh – blocks human p47phox regulatory protein of NADPH oxidases. P14598. p47phox/p22phox peptide binding, fluorescence polarization, 2 h. inhibition, % at 24.7 µM. 220,000 compounds, 0.53% hits;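 active = inhibition above about 30%, limit read from the data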;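 note: 0% = p47phox with labelled peptide and 100% = labelled peptide alone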
PPC-1+TRAIL kill – compounds killing PPC-1 cancer cells with TRAIL present (potentiator screen, no TRAIL-free arm); PPC-1 cells + TRAIL, ATPLite viability luminescence; cell killing (% activity), % at 4 µM; 220,000 compounds, 0.41% hits; AID 1443;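 active = cell killing above 50% in the first pass at 4 µM, then a duplicate retest at 5 µM averaging 50% or more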;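 note: plate controls were cells with TRAIL plus DMSO for no effect and medium-only wells lacking cells for full effect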
Mdm2 ligase inh – blocks human Mdm2 ubiquitin ligase activity; cell-based MDM2 ubiquitination luciferase reporter, 2 h; 0 = plate control, 100 = twice control, blank-subtracted; signal enhancement, % at 5 µM; 210,000 compounds, 0.11% hits; AID 1230;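 active = signal enhancement of 30% or more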;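 note: luminescence tracks abundance of the self-degrading MDM2-luciferase fusion protein; higher signal means inhibition of MDM2 E3 ligase activity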
Target sequence (Q00987 whole entry, looked up, the tested form may be a part): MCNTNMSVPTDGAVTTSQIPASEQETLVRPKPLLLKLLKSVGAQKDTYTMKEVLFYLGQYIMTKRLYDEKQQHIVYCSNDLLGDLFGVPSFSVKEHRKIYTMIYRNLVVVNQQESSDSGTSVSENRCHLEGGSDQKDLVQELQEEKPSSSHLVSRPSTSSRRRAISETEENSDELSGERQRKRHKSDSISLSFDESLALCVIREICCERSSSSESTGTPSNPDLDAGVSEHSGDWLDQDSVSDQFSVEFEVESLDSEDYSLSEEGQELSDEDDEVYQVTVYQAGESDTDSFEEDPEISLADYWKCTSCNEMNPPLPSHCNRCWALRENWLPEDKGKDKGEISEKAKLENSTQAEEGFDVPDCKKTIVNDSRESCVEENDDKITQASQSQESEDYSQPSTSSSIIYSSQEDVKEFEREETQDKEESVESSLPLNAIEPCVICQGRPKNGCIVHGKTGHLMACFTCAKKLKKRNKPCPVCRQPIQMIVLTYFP
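Material: Stable MDM2–luciferase fusion reporter cells | Amount: 2000 cells seeded into each well | Dosing: One concentration, 5 µM, with 0.2% DMSO | Incubation: 4 h cell settling then 2 h compound exposure, 37 °C | Measured by: Luciferase luminescence | Read-out basis: % enhancement relative to plate controls after blank subtraction | Benchmarks: Control and blank well means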
TRPN1 ag – zebrafish TRPN1 (NompC) channel agonism | HEK293 zebrafish TRPN1-YFP, Fluo-8 calcium fluorescence; 100% = response to 87 µM carbachol | activation, % at 3 µM | 220,000 compounds, 0.18% hits;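 active = activation above its plate's cutoff, the mean activation of test wells on that plate plus 3 SD, cut at about 19% in these data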;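 note: 0% = DMSO alone and 100% = 87 µM carbachol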
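Material: zebrafish TRPN1-YFP in HEK293 cells. Doses: one dose of 3 µM, 0.3% DMSO. Incubation: dye 1 h 37 °C plus 30 min RT. Measured by: intracellular calcium fluorescence with Fluo-8.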
Runt-SMMHC FRET – blocks binding of human RUNX1 Runt domain to CBFb-SMMHC | Q01196+Q13951 | Cerulean-Runt/Venus-CBFb-SMMHC FRET ratio 530/480, 1 h | inhibition, % at 20 µM | 220,000 compounds, 0.74% hits;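 active = mean inhibition across duplicate retests at 20 µM reaching about 50%, limit read from the data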;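 note: 0% = DMSO wells and 100% = wells with excess untagged CBFb-SMMHC; inhibitors lower the FRET ratio by blocking Runt binding to CBFb-SMMHC; some results filed as inactive read as strong as hits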
CHOP inhibitor – CHOP inhibition in unfolded protein response; 220,000 compounds, 3.8% hits; inhibition, % at 10 µM; CHO-K1 CHOP-promoter luciferase, tunicamycin-induced, 15-18 h;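 active = compounds that reduced the stress-induced luciferase reporter signal by more than about 70% of percent inhibition, limit read from the data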;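 note: 0% = tunicamycin plus vehicle and 100% = wells without tunicamycin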
TRPML3 agonist – activates the human TRPML3 channel | activation, % at 3 µM | HEK293 TRPML3-YFP, Fluo-8 calcium fluorescence; 100% = the carbachol control signal | AID 1448 | 220,000 compounds, 0.29% hits;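 active = activation above its plate's cutoff, the mean activation of the plate's test wells plus 3 SD, cut at about 12% in these data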;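 note: 0% = DMSO only wells and 100% = carbachol wells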
Target sequence (Q8TDD5 whole entry, looked up): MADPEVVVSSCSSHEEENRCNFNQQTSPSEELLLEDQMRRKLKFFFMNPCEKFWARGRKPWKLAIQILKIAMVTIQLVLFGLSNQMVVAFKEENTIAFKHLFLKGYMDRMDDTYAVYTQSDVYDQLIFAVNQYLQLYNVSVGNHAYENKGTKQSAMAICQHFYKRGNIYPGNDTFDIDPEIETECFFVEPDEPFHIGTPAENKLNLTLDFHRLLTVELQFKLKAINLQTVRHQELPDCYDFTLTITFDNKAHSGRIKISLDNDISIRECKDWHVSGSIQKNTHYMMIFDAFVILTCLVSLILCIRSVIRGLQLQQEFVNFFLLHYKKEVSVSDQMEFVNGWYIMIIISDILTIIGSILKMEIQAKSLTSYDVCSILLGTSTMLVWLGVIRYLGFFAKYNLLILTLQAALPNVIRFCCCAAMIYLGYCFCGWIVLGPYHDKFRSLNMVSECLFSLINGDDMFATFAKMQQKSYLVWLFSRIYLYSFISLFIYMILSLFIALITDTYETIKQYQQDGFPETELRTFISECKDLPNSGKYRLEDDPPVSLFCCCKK
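system = HEK293 cells stably carrying human TRPML3-YFP | doses = one concentration, 3 µM nominal, 0.3% DMSO | timing = dye loading 1 h 37 °C then 30 min ambient, 125 s read | detection = Fluo-8 calcium dye fluorescence, ex 470-495, em 515-575 nm | benchmarks = high control carbachol 87 µM, low control DMSO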
The depositor's hits bear a star; nt = not tested or not shown.

1	Cc1ccc(S(=O)(=O)N2CCC(C(=O)N/N=C/c3ccncc3)CC2)cc1
2	O=C(Cc1cccs1)N1CCCC(c2nc3c(nnn3Cc3cccc(Cl)c3)c(=O)[nH]2)C1 (configuration not stated)
3	C=CCOc1ccc(Br)cc1CNCCCN1CCOCC1
4	CCCCNS(=O)(=O)c1ccc2nc(-c3cccnc3)cc(C(=O)NC3CC3)c2c1
5	Cc1ccc(-n2cccc2/C=N/n2cnnc2)cc1Cl
6	O=C(Nc1nnc(SCc2ccccc2Cl)s1)C1COc2ccccc2O1 (configuration not stated)
7	N#C/C(=C\c1ccc(Cl)cc1)C(=O)Nc1cccnc1
8	Cc1nc2cc(N3CCCCC3)c(NC(=O)c3ccncc3)cc2c(=O)n1Cc1ccc(Cl)cc1

entry no.	1	2	3	4	5	6	7	8
Runt-SMMHC FRET	-2	1	0	0	-2	-5	27	2
Mdm2 ligase inh	-31	-16	3	nt	-14	-9	-15	-26
TNF necrop inh	-2.4	-10	2.0	-0.8	-0.7	-1.2	-2.1	-7.8
EBV gp42 block	-8	-3	-3	-10	-17	-5	-9	-36
PPC-1+TRAIL kill	8	-4	14	4	-2	10	6	10
p47phox inh	1	-11	5	-10	-9	-7	-3	10
TRPN1 ag	0.6	-0.8	-1.3	-0.7	-0.3	-0.3	-0.6	0.8
CHOP inhibitor	4	4	11	-12	23	47	-7	-11
TRPML3 agonist	0.8	-0.9	0.7	-0.1	0.7	-0.2	0.8	1.5

9	O=C(NCc1ccc(Cl)cc1)c1ccc(Cl)cc1[N+](=O)[O-]
10	COC(=O)C(C)(C(=O)OC)c1ccc([N+](=O)[O-])cn1
11	CSc1ccccc1NC(=O)Cn1ccsc1=N
12	S=C(NCc1ccccc1)N1CCCCC1
13	NC(=S)N/N=C\c1c2ccccc2cc2ccccc12
14	COc1cc(S(=O)(=O)NCC2CCCO2)c(OC)cc1Cl (configuration not stated)
15	COc1cccc(-c2nc(NCc3ccco3)c3ccccc3n2)c1O
16	O=C(NCc1ccco1)C(c1ccccc1F)N(CC1CCCO1)C(=O)Cn1nnc2ccccc21 (configuration not stated)

entry no.	9	10	11	12	13	14	15	16
Runt-SMMHC FRET	-4	2	0	4	-13	1	-4	3
Mdm2 ligase inh	-7	5	4	-1	-5	-11	nt	2
TNF necrop inh	-1.2	-1.8	1.8	-0.3	-7.1	-1.1	0.0	-1.1
EBV gp42 block	-26	-10	-18	-5	18	-9	nt	-10
PPC-1+TRAIL kill	16	15	11	-2	61*	10	nt	9
p47phox inh	-7	-3	-3	-10	-22	-11	nt	-14
TRPN1 ag	0.0	-0.3	0.0	-0.1	-1.4	0.4	0.8	-1.1
CHOP inhibitor	16	29	-8	24	21	13	nt	3
TRPML3 agonist	0.3	0.1	0.8	0.8	0.2	0.0	0.8	-0.4

17	CC1CC(C)CN(C(=O)CSCC(=O)O)C1 (configuration not stated)
18	CCN(CC)CCCNC(=S)Nc1ccc(Br)cc1
19	COc1ccc(Br)cc1/C=N/NC(=O)c1cc(Br)ccc1O
20	Oc1ccccc1CNc1cccc2cccnc12
21	Cc1cc(C)cc(-n2c(SCC(=O)Nc3cccc(S(=O)(=O)NC4=NCCCCC4)c3)nc3ccccc3c2=O)c1
22	COc1ccccc1/C=C/C=N/NC(=O)c1cccs1
23	CC(C)=C1C(=O)NN(c2ccc(F)c(Cl)c2)C1=O
24	CCOC(=O)CSc1c(-c2ccc(Cl)cc2)[nH]c2ccccc12

entry no.	17	18	19	20	21	22	23	24
Runt-SMMHC FRET	2	nt	-2	1	2	6	2	2
Mdm2 ligase inh	-2	-7	2	-9	-14	-7	-2	-15
TNF necrop inh	1.1	-1.6	0.1	-3.0	-1.0	-0.4	-2.8	2.7
EBV gp42 block	-5	-9	28	12	-16	-10	-3	17
PPC-1+TRAIL kill	22	nt	2	-2	16	10	10	19
p47phox inh	1	-1	-24	6	-5	-3	-13	-6
TRPN1 ag	2.0	0.2	2.4	0.0	0.1	-0.9	1.5	0.0
CHOP inhibitor	2	8	35	33	34	-41	-6	88*
TRPML3 agonist	1.1	1.1	1.1	-0.2	0.8	-0.5	0.4	0.2

25	COc1ccc(N2C(=O)C(F)(F)C2c2ccccc2F)cc1 (configuration not stated)
26	COc1ccc(C(O)(CCc2ccccc2)CCN2CCCCC2)cc1 (configuration not stated)
27	COC(=O)c1ccc(C(=O)OC)c(NC(=O)CSCc2ccc(Br)cc2)c1
28	O=C(Cc1ccc(F)cc1)N(c1ccc(F)cc1)C1C=CS(=O)(=O)C1 (configuration not stated)
29	Nc1cc(=O)[nH]c(SCC(=O)Nc2ccc(Br)cc2)n1
30	CCOC(=O)Nc1nc(-c2ccccc2)c(C(=O)c2ccc(Cl)cc2)s1
31	CN1CCN(C(=O)Nc2ccccc2CC[N+](=O)[O-])CC1
32	O=c1c2ccccc2nnn1CSc1nnc(C2COc3ccccc3O2)n1-c1ccccc1 (configuration not stated)

entry no.	25	26	27	28	29	30	31	32
Runt-SMMHC FRET	5	2	1	0	2	-1	6	-1
Mdm2 ligase inh	-3	-2	-4	-14	-15	-8	-3	1
TNF necrop inh	1.3	2.4	-2.2	-1.2	-0.6	-18	-1.0	-2.3
EBV gp42 block	-25	3	-6	-4	6	-11	-18	0
PPC-1+TRAIL kill	-12	7	10	10	-4	-3	-9	-7
p47phox inh	-10	-2	-19	35*	2	-16	4	-4
TRPN1 ag	-2.8	1.5	-0.8	0.5	0.1	-0.6	1.1	-0.7
CHOP inhibitor	26	7	43	-9	-14	-20	3	5
TRPML3 agonist	21*	-0.9	-0.9	-0.3	0.2	0.2	0.5	0.3

33	CC(C)C1C(C#N)=C(N)Oc2n[nH]c(-c3ccccc3)c21 (configuration not stated)
34	Cc1ccc2nc(-c3cc(N)cc(N)c3)oc2c1
35	CC(=O)c1cccc(NC(=O)CSCc2ccccc2)c1
36	COc1ccc(/C=N/n2c(C)nc3sc(C)c(C)c3c2=O)cc1OC
37	O=C(c1c(F)cccc1F)N1CCN(c2ncccn2)CC1
38	Cc1ccc(-c2nc(-c3cccnc3)sc2CC(=O)Nc2ccc(C)c(Cl)c2)cc1
39	Cc1ccc(S(=O)(=O)N(C)Cc2ccc(C(=O)N/N=C3\CCCC(=O)C3)cc2)cc1
40	CCOC(=O)COc1c(C=O)cc(Br)cc1OC

entry no.	33	34	35	36	37	38	39	40
Runt-SMMHC FRET	0	-26	0	nt	-4	-6	2	-3
Mdm2 ligase inh	-12	-32	9	-8	-22	7	10	-9
TNF necrop inh	-2.4	-4.1	1.9	0.2	0.2	2.8	-0.8	-5.4
EBV gp42 block	-9	-2	-5	-31	-6	-53	-19	-15
PPC-1+TRAIL kill	-7	28	7	nt	-1	17	13	-5
p47phox inh	-23	-18	-6	11	-2	-114	-7	-8
TRPN1 ag	-0.8	-2.0	0.3	0.0	1.4	1.8	1.8	0.3
CHOP inhibitor	51	79*	-25	3	47	61	-7	22
TRPML3 agonist	0.7	-0.4	0.7	0.6	1.5	1.5	1.1	-0.3

41	Cc1ccc(-n2c(C)cc(/C=N/NC(=O)c3ccncc3)c2C)cc1
42	CC(=O)Nc1cccc(OC(=O)c2ccoc2C)c1
43	COc1cc(CNn2nnnc2N)ccc1OCc1c(Cl)cccc1Cl
44	Cc1c(CN2CCC(CO)(CCOc3ccccc3)CC2)[nH]c2c(Cl)cccc12
45	CO/N=C(/CS(=O)(=O)c1ccc(Br)cc1)c1ccc(OC)cc1
46	CS(=O)(=O)N(Cc1ccccc1)c1ccc(C(=O)N2CCc3ccccc3C2)cc1
47	O=C(NCc1ccco1)c1cc(NS(=O)(=O)c2cccc([N+](=O)[O-])c2)ccc1O
48	CCOC(=O)Cn1cc(C(=O)OC)c2ccccc21

entry no.	41	42	43	44	45	46	47	48
Runt-SMMHC FRET	3	-6	2	-1	-2	0	0	-64
Mdm2 ligase inh	-6	-8	3	5	-21	-9	-92	-17
TNF necrop inh	-7.2	-1.9	-0.4	7.1	-4.0	0.4	-0.8	-2.2
EBV gp42 block	-1	-19	2	44	3	-16	0	-22
PPC-1+TRAIL kill	10	-2	-3	19	18	22	-1	-10
p47phox inh	-11	-6	-10	-13	-3	3	-7	-10
TRPN1 ag	0.7	0.1	0.6	1.7	-1.9	3.2	6.7	-0.4
CHOP inhibitor	24	29	-1	105*	83*	-4	13	31
TRPML3 agonist	-0.2	13*	0.1	1.1	-0.8	1.3	3.0	0.0

Part of the list above, as tab-separated lines.
cpd	compound	Runt-SMMHC FRET	Mdm2 ligase inh	TNF necrop inh	EBV gp42 block	PPC-1+TRAIL kill	p47phox inh	TRPN1 ag	CHOP inhibitor	TRPML3 agonist
38	Cc1ccc(-c2nc(-c3cccnc3)sc2CC(=O)Nc2ccc(C)c(Cl)c2)cc1	-6	7	2.8	-53	17	-114	1.8	61	1.5
39	Cc1ccc(S(=O)(=O)N(C)Cc2ccc(C(=O)N/N=C3\CCCC(=O)C3)cc2)cc1	2	10	-0.8	-19	13	-7	1.8	-7	1.1
40	CCOC(=O)COc1c(C=O)cc(Br)cc1OC	-3	-9	-5.4	-15	-5	-8	0.3	22	-0.3
41	Cc1ccc(-n2c(C)cc(/C=N/NC(=O)c3ccncc3)c2C)cc1	3	-6	-7.2	-1	10	-11	0.7	24	-0.2
42	CC(=O)Nc1cccc(OC(=O)c2ccoc2C)c1	-6	-8	-1.9	-19	-2	-6	0.1	29	13*
43	COc1cc(CNn2nnnc2N)ccc1OCc1c(Cl)cccc1Cl	2	3	-0.4	2	-3	-10	0.6	-1	0.1
44	Cc1c(CN2CCC(CO)(CCOc3ccccc3)CC2)[nH]c2c(Cl)cccc12	-1	5	7.1	44	19	-13	1.7	105*	1.1
45	CO/N=C(/CS(=O)(=O)c1ccc(Br)cc1)c1ccc(OC)cc1	-2	-21	-4.0	3	18	-3	-1.9	83*	-0.8
46	CS(=O)(=O)N(Cc1ccccc1)c1ccc(C(=O)N2CCc3ccccc3C2)cc1	0	-9	0.4	-16	22	3	3.2	-4	1.3

(cont.)
49	CCCC(=O)NCCc1cc2ccc(OC)cc2[nH]c1=O
50	C=CCOC(=O)C1=C(C)N=C2SCCC(=O)N2C1/C=C/c1ccccc1OC (configuration not stated)
51	Cc1ccc(OCc2nnc(SCC(N)=O)n2N)cc1
52	COc1ccc(C(=O)CSc2n[nH]c(=O)n2Cc2ccco2)cc1

entry no.	49	50	51	52
Runt-SMMHC FRET	-4	-6	-6	-2
Mdm2 ligase inh	0	-1	-17	-5
TNF necrop inh	-0.1	3.4	-0.1	1.9
EBV gp42 block	-1	8	-16	-15
PPC-1+TRAIL kill	16	29	8	25
p47phox inh	1	-2	-12	-15
TRPN1 ag	1.1	-2.0	2.1	2.3
CHOP inhibitor	3	11	-2	-13
TRPML3 agonist	0.7	0.2	1.4	0.2

High-throughput results: PubChem, several laboratories
